Screening data (PubChem)
DAX1 inh-1: DAX1 (NR0B1) inhibition, primary screen | HEK293T StAR-luciferase reporter, SF-1/DAX-1 repression relief | AID 652010 | inhibition, % at 6.8 µM | hit rate 1.1% among 370,000;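 active means inhibition above the mean over all tested compounds plus 3 SD, cut at about 3.6% in these data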;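 further: 0% = DAX-1 cells with DMSO and 100% = cells lacking DAX-1 with DMSO; higher inhibition means more luminescence from relief of DAX-1 repression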
PLCg1 inh: blocks human PLC-gamma1 enzyme activity; P19174; purified PLC-gamma1, fluorogenic substrate, fluorescence; inhibition, % at 12.2 µM; hit rate 0.84% among 370,000; in the data active means inhibition above about 9.5%
hgDAF12 agonist: agonists of H. glycines DAF-12 nuclear receptor; HEK293 GAL4-hgDAF12 UAS-luciferase reporter, agonist luminescence; normalized to butyrate control; activation, % at 6.8 µM; hit rate 1.8% among 370,000; AID 687014;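 active means activation above a cutoff set at the mean of all screened compounds plus 3 SD, cut at about 10% in these data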;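 further: 0% = DMSO wells and 100% = sodium butyrate wells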
ADAM17 inh: ADAM17 inhibition, QFRET primary screen | P78536 | hit rate 0.83% among 370,000 | inhibition, % at 6.95 µM | recombinant ADAM17, EDANS/DABCYL FRET peptide cleavage;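 active means inhibition above the mean of compounds lying between control limits plus 3 SD, set per campaign, cut at about 8.5% in these data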;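 further: 0% = DMSO-only wells as the low control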
hcDAF-12 act: H. contortus DAF-12 activation, primary screen; hit rate 1.4% among 370,000; HEK293 hcDAF-12 lit1-tk-luc reporter, luminescence; 0% DMSO, 100% Δ7-dafachronic acid; activation, % at 6.8 µM;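 active means activation above the mean of all tested compounds plus 3 SD, cut at about 5.5% in these data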;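 further: 100% = response to 3 µM Δ7-dafachronic acid high control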
DAX1 inh-2: inhibits human nuclear receptor DAX1 | HEK293 Gal4-DAX1 luciferase reporter, luminescence | inhibition, % at 6.75 µM | hit rate 0.99% among 340,000 | AID 504766;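 active means inhibition above the mean over all tested compounds plus 3 SD, cut at about 4.2% in these data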;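 further: 0% = DAX1-transfected cells with DMSO and 100% = empty-vector control cells with DMSO; inhibition shows as a rise in luminescence from relieved DAX1 repression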
Target sequence (P51843 207-470 limits assumed): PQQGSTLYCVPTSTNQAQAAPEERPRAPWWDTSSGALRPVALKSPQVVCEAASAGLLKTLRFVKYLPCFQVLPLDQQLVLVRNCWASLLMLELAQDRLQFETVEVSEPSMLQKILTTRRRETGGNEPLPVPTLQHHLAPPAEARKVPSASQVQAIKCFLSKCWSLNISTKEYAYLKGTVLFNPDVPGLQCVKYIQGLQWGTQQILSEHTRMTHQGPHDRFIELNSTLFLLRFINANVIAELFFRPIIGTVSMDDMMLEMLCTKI
ssDAF12 agonist: activators of S. stercoralis DAF-12 nuclear receptor; hit rate 1% among 370,000; HEK293 ssDAF-12/GRIP1 lit1-tk-luc reporter, luminescence; % of 3 µM dafachronic acid response; activation, % at 6.8 µM;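 active means activation above the mean over all tested compounds plus 3 SD, cut at about 0.9% in these data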;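 further: 0% = DMSO-only wells and 100% = 3 µM delta7-dafachronic acid wells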
PLCb3 inh: blocks human PLC-beta3 enzyme activity. Q01970. Purified PLC-beta3, fluorogenic substrate, fluorescence. inhibition, % at 12.2 µM. hit rate 0.18% among 370,000; in the data active means inhibition above about 11%;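 further: 0% = median of compound wells on plate and 100% = full blocker control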
SMARCA2 act: SMARCA2 function activation, primary screen; MG213 cells, MMTV-luciferase reporter, dexamethasone, overnight; activation, % at 9.1 µM; hit rate 1% among 370,000; in the data active means activation above about 7.8%;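 further: 0% = vehicle wells and 100% = reference activator wells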
MBD2 DNA inh: MBD2-methylated oligo binding inhibition. Q9UBB5. TR-FRET, MBD2 binding to methylated oligonucleotide. inhibition, % at 4.4 µM. hit rate 0.31% among 370,000; in the data active means inhibition above about 13%
Target sequence (Q9UBB5 whole entry, looked up): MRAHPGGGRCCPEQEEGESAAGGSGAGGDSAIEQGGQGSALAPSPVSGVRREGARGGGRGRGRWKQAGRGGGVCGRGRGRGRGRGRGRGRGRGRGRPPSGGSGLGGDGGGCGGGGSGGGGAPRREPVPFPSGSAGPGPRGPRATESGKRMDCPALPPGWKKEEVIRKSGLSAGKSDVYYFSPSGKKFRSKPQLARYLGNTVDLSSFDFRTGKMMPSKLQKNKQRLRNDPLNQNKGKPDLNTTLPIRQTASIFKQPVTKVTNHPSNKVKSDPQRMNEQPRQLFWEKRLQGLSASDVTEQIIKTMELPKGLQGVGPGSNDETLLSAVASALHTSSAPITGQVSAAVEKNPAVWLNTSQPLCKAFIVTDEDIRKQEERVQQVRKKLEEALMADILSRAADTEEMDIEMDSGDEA
Rev-erbA mod: modulates human Rev-erb alpha binding to DNA | hit rate 0.79% among 370,000 | activity, % at 10 µM | Rev-erbα–FITC-DNA binding, fluorescence polarization, 90 min | P20393 | AID 1259318;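 active means activity above about 14%, limit read from the data; passing the limit was not always enough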;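 further: 0% = DMSO wells with 35 nM protein and 100% = DMSO wells with 750 nM protein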
* = called active by the depositor; i = inactive; · = no result given; & = joins results of further samples.

Compound	ssDAF12 agonist	MBD2 DNA inh	SMARCA2 act	PLCb3 inh	Rev-erbA mod	DAX1 inh-1	hcDAF-12 act	ADAM17 inh	PLCg1 inh	hgDAF12 agonist	DAX1 inh-2
CCN1C(=O)/C(=C\N2CCN(c3ccc(F)cc3)CC2)SC1=S	-2.2	-3	-1	0	213*	-0.1	-2.2	-6	-1	-1.7	-0.5
O=C(Nc1ccc(C(F)(F)F)cc1)C1(c2ccccc2)CC1	-0.7	7	-1	-2	0	-0.3	-1.0	-5	2	-5.1	1.0
CCOc1ccc(-c2cc(C(=O)NCc3ccccc3)[nH]n2)c(C)c1	-1.8	2	-2	-5	0	-1.5	-2.1	-1	1	-0.4	·
Cn1c(N)c(C(=O)c2cc(-c3ccccc3)nc3ccccc23)c(=O)n(C)c1=O	-1.0	1	1	1	5	0.1	0.0	-3	1	0.3	-0.8
COc1cc(OC)cc(C(=O)N[C@H](C(=O)OCC(=O)NC(=O)NC(C)(C)C)C(C)C)c1	-2.0	-7	5	-2	1	0.1	-2.4	2	0	-2.8	0.8
Cc1ccc(C)c2[nH]c(=O)c(CN(CCN3CCOCC3)Cc3nnnn3CC3CCCO3)cc12 (stereo unspecified)	-1.3	18*	-1	-76	-3	0.5	2.0	-28	-49	2.9	-1.0
CC(C)CN1CCC(=O)N(CCO)CC1	-1.4	-1	0	-2	0	0.4	0.6	0	-6	0.6	0.1
CCOc1ccc(N(CC(=O)NC2CC3CCC2C3)S(=O)(=O)c2ccccc2)cc1 (stereo unspecified)	-1.1	-4	2	2	2	-0.1	0.0	0	3	2.9	0.2
O=c1oc2ccccc2c(Nc2ccccc2O)c1[N+](=O)[O-]	-1.1	-2	-1	-4	3	-0.3	1.1	-2	-1	-0.5	-0.1
Cc1cccc(OCC(O)Cn2ccnc2C)c1 (stereo unspecified)	-1.1	5	-4	1	2	0.9	1.5	6	7	1.1	0.7
FC(F)Sc1ccc(-n2cc(-c3ccccc3)[n+]3c2CCC3)cc1	-0.7	3	-3	2	-5	0.2	-2.8	2	3	-2.7	1.6
COc1ccc(-n2nc(C(=O)NCC(=O)N3CCN(c4ccccc4)CC3)c3ccccc3c2=O)c(OC)c1	-0.5	1	2	-3	-4	0.3	1.3	-3	-2	2.4	4.2
Cc1cc(NC(=O)c2ccc(Cl)cc2Cl)n(CCC#N)n1	-1.3	-3	2	-2	5	0.0	0.0	1	4	2.7	-0.5
O=C(c1cccc(NS(=O)(=O)c2ccc(F)c(F)c2)c1)N1CCN(Cc2ccccc2)CC1	-1.8	-1	3	-2	-2	-0.2	1.6	3	-2	-1.7	0.1
Cc1ccc(CN(c2ccc(C(=O)NCC3CCCO3)cc2)S(C)(=O)=O)cc1 (stereo unspecified)	-1.3	5	-3	-6	-6	-0.8	-1.6	-6	-1	-0.3	0.4
CSc1ccccc1NC(=O)Nc1cccc(F)c1	-1.6	3	3	-2	-3	0.0	0.2	1	-3	2.0	-0.7
CC(=O)c1cccc(NC(=O)CN(C)S(=O)(=O)c2ccc3c(c2)CC(C)N3C(C)=O)c1 (stereo unspecified)	-1.3	3	-2	-1	-2	-0.6	-1.6	-1	8	-2.4	-0.5
CCC1Nc2ncnc(N3CCCCC3)c2N(Cc2ccccc2)C1=O (stereo unspecified)	-1.2	4	1	3	-3	0.1	0.3	0	-2	-0.4	-0.1
COC(=O)c1ccc(NC(=O)CCN2CCOCC2)cc1	-0.9	8	-1	-1	-1	-0.7	-1.8	-3	2	0.3	0.9
COc1ccccc1-c1nc(SCC(=O)N2CCOCC2)n[nH]1	-0.2	1	1	-1	-4	0.3	5.1	-1	3	-0.5	1.2

Quoted at random: 2 entries already listed, in no set order.
Compound	ssDAF12 agonist	MBD2 DNA inh	SMARCA2 act	PLCb3 inh	Rev-erbA mod	DAX1 inh-1	hcDAF-12 act	ADAM17 inh	PLCg1 inh	hgDAF12 agonist	DAX1 inh-2
COC(=O)c1ccc(NC(=O)CCN2CCOCC2)cc1	-0.9	8	-1	-1	-1	-0.7	-1.8	-3	2	0.3	0.9
O=C(c1cccc(NS(=O)(=O)c2ccc(F)c(F)c2)c1)N1CCN(Cc2ccccc2)CC1	-1.8	-1	3	-2	-2	-0.2	1.6	3	-2	-1.7	0.1

Further structures.
Compound	ssDAF12 agonist	MBD2 DNA inh	SMARCA2 act	PLCb3 inh	Rev-erbA mod	DAX1 inh-1	hcDAF-12 act	ADAM17 inh	PLCg1 inh	hgDAF12 agonist	DAX1 inh-2
Cc1nc2ccccc2nc1CSc1nncs1	-0.5	-1	-1	-1	-1	-0.1	-1.6	-3	0	-1.8	1.3
COc1ccc(OC)c(C2CC(c3ccccc3)=NN2C(=S)Nc2ccccc2)c1 (stereo unspecified)	-0.3	6	-2	-3	-2	0.2	1.1	-3	2	-1.6	1.8
CC(=O)Oc1ccc(-c2csc(Nc3ccc(S(N)(=O)=O)cc3)n2)cc1	-2.0	-5	-3	-15	0	-1.1	-3.1	-4	-7	-4.7	-1.4
O=C(Cc1c(F)cccc1Cl)NCCc1c[nH]c2ccccc12	-0.6	-4	0	-4	-5	0.0	-1.4	0	-2	-0.8	0.2
O=c1[nH]cnc2c1sc(=S)n2-c1ccccc1	-1.5	-3	-4	6	-4	-0.8	-0.3	-2	3	1.6	-0.4
COc1ccc(N2CCN(C(=O)C3CCN(C(=O)c4ccc([N+](=O)[O-])cc4)CC3)CC2)cc1	-0.3	0	-2	-6	8	0.8	-0.3	-5	-2	-2.0	-0.7
O=C(CN1CCCC1)Nc1ccc(NC(=O)Nc2ccccc2)cc1	-0.2	1	7	2	-2	-0.5	1.6	-5	3	4.1	1.2
COc1ccc(-c2cc(C(=O)N3CCCCCC3)c3ccccc3n2)cc1OC	-1.3	-2	0	-477	1	-0.5	-1.2	-26	-348	-1.8	0.5
O=C(CSc1ncn[nH]1)N1CCN(c2nnc(-c3ccccc3)c3ccccc23)CC1	-1.1	-3	-1	3	-2	0.6	-0.6	2	2	-0.4	-0.4
COc1ccc(C2C(C(=O)OCC(=O)Nc3ccc(C)cc3)CCC(=O)N2c2ccc(OC)cc2)cc1 (stereo unspecified)	-1.1	0	-1	1	3	0.4	1.3	1	4	-0.8	-0.7
O=C(COc1ccc(Cl)cc1)N1CCN(S(=O)(=O)c2ccc(Cl)cc2)CC1	-1.0	5	-5	-1	-1	-0.6	-0.2	-5	-3	2.9	-0.4
CC1(C(=O)O)CCCN(C(=O)c2ccc(OC(F)F)cc2)C1 (stereo unspecified)	-1.0	1	4	4	-2	1.0	1.6	0	6	-0.5	·
Oc1c(C(c2ccccc2Cl)N2CCCC2)ccc2cccnc12 (stereo unspecified)	-1.8	4	-1	-13	3	-3.8	-2.8	2	-9	-7.8	-1.9
CCS(=O)(=O)c1nc(S(=O)(=O)c2ccc(C)cc2)c(N2CCCCCC2)s1	-1.2	2	-2	0	-3	0.6	-1.2	-2	2	1.6	-0.8
CCC(Sc1nc2ccccc2c(=O)[nH]1)C(=O)O (stereo unspecified)	-1.2	-5	1	-1	2	-0.3	-1.6	-5	-5	1.0	3.3
COc1cc(NC(=O)CCC(=O)Nc2ccc3nc(N4CCOCC4)cc(C)c3c2)cc(OC)c1OC	-0.8	-3	-1	-16	4	0.1	0.8	-34	-7	1.1	1.6
CC1(C)CC(=O)c2cc(OCC(=O)NCCN3CCCc4ccccc43)ccc2O1	-0.7	-1	-1	i	-4	-0.4	0.9	-158	-379	0.1	4.1
COc1ccc(S(=O)(=O)Nc2cccc(C)n2)c2ccccc12	-1.0	4	0	-13	2	-0.3	-0.1	-4	-8	-2.9	0.5
COC(=O)N1CN(C(=O)OC)CN(C(=O)OC)C1	-0.7	0	0	5	2	0.0	-0.4	1	4	-0.8	0.1
O=C(N=Nc1c(O)[nH]c2ccc(Cl)cc12)c1cc(-c2cccs2)nc2ccccc12	-0.8	-1	-3	5	-2	-0.1	2.4	0	2	-1.2	0.6
COc1ccc(S(=O)(=O)N(C)CC(=O)NC2CCCC2)cc1OC	-0.6	0	-1	-10	-7	-0.1	-0.8	-6	0	-0.6	0.8
O=C(c1cc(-c2ccc3c(c2)OCO3)on1)N1CCCCC1	0.1	2	1	-9	4	2.3	5.8*	-2	0	9.1	-1.2
O=C(c1ccco1)N1CCN(C(=O)C2CCCO2)CC1 (stereo unspecified)	-1.6	3	-2	0	1	0.4	-0.1	-3	0	-1.6	-0.2
O=C(CCc1ccccc1)N=C1SC2CS(=O)(=O)CC2N1c1ccccc1F (stereo unspecified)	-1.4	-4	-3	-5	-4	1.4	0.5	-2	2	0.0	0.8
CC(C)(C)C(=O)Nc1ccc(F)cc1[N+](=O)[O-]	-0.3	-3	4	0	-10	-0.1	-1.4	1	7	-0.3	2.8
CCOC(=O)C1CCCN(C(=O)Cn2nc(C)c3c(C)n(-c4ccccc4)nc3c2=O)C1 (stereo unspecified)	-1.3	3	-2	-4	-5	-0.4	-0.4	-3	0	-0.8	0.3
O=C(N/N=C/c1c(O)ccc2ccccc12)C(=O)N1CCCC1	-1.5	-1	-3	-52	3	-2.8	-0.9	-4	-38	-7.5	-0.3
C#CCN(C[C@H]1[C@H](OC(=O)Nc2c(C)noc2C)[C@H](OC(=O)Nc2c(C)noc2C)CN(C(=O)OC(C)C)N1C(=O)OC(C)C)S(=O)(=O)c1ccc(C)cc1	-0.5	-5	-1	8	-5	-0.3	-1.1	5	2	4.0	·
CC(C)Sc1nc(SCC(=O)NCc2ccco2)c2c3c(sc2n1)COC(C)(C)C3	-1.6	10	-1	-45	-4	-1.5	-2.1	-45	-45	0.8	-0.1
O=C1CC(c2ccc(OCCCCCOc3ccc(C4CC(=O)NC4=O)cc3)cc2)C(=O)N1 (stereo unspecified)	-2.1	-4	-2	-2	2	-0.9	-3.1	0	-1	-3.3	-1.4
COc1ccccc1CNC(=O)CCn1c(=O)sc2ccccc21	-1.4	1	-1	1	-2	0.3	1.9	-3	-1	-0.6	-1.6
COCCCn1cc(C(=O)c2cc(OC)ccc2OCC(=O)N2CCCCC2C)cc(C#N)c1=O (stereo unspecified)	-0.9	-1	-2	1	-4	0.0	0.4	1	4	6.3	1.5
COc1ccc(C(=O)C2(C(=O)NCc3ccccc3)CC(c3ccccc3C(F)(F)F)=NO2)cc1 (stereo unspecified)	-1.3	-1	-4	0	13	-0.3	-1.1	9.1*	-3	-0.7	·
CCCCCOC(=O)C1=C(C)NC(=O)NC1c1ccc([N+](=O)[O-])cc1 (stereo unspecified)	-1.5	-5	-2	-2	10	-0.4	-2.8	4	6	-1.6	0.5
COc1c(C)cc(C(O)c2ncc(-c3ccc4ccccc4c3)[nH]2)cc1C (stereo unspecified)	-1.7	-3	0	-17	4	-0.9	1.2	-5	-11	-2.1	·
Oc1ccc(NC(=S)Nc2ccccc2)cc1	-0.3&0.0	-8&-4	-1&-3	-6&-2	-3&1	-0.8&-0.7	-1.9&0.8	-3&-1	0&2	-2.9&-1.1	-0.7&0.2
CCC(C)(C)NC(=O)C(c1sccc1C)N(Cc1ccco1)C(=O)c1csnn1 (stereo unspecified)	-0.8	4	1	-4	4	0.2	-0.9	-2	0	-2.9	1.2
